High-throughput results (PubChem BioAssay)
Polio RdRp inh: inhibitors of poliovirus RNA polymerase binding and polymerization | P03300 | poliovirus polymerase elongation, fluorescence polarization; hits give low values | % elongation, % (compound at 16.7 µg/mL) | 150,000 compounds, 0.66% hits | AID 588519; in the data active means % elongation below about 90%; further: some results filed as inactive read as strong as hits
Target sequence (P03300 1749-2209 limits assumed): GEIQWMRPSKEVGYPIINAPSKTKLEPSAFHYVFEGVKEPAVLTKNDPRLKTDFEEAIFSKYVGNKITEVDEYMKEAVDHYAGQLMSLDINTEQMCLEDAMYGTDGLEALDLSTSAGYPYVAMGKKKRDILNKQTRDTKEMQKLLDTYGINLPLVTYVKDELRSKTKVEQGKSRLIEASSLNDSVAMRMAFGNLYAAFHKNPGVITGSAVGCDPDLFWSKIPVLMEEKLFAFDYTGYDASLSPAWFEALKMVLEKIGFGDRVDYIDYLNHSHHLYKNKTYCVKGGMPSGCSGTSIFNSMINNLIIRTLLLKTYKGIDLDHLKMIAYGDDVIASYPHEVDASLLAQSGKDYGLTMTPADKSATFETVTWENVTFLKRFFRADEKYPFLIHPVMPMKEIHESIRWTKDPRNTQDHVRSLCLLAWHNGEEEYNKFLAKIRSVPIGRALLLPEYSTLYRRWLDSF
Polio RdRp inh FP z-score: further read-out of Polio RdRp inh, marked with its call; z-score; measured here: FP z-score; hits read low
Numbers without * were called inactive; & = joins results of further samples. Some of the compounds tested (hit frequency here may not be typical).

Every second line gives: Polio RdRp inh FP z-score, Polio RdRp inh
CCOc1ccc(NC(=O)CCCn2c(=O)c3cccn3c3ccccc32)cc1
→ 1.2, 104
O=C(O)CCC(=O)Nc1ccc(S(=O)(=O)Nc2ccc(F)cc2)cc1
→ 0.4, 104
C=CCNC(=O)CSc1nc(-c2ccco2)cc(C(F)(F)F)n1
→ 0.5, 103
CC1CCC(NC(=O)C2CCN(c3nnc(-n4cccc4)s3)CC2)CC1 (stereo not given)
→ 0.4, 104
O=C1NC(=O)C2(CCC(C(=O)O)C2)N1 (stereo not given)
→ 0.9, 104
O=C(NC(=S)N1CCCCC1CO)C12CC3CC(CC(C3)C1)C2 (stereo not given)
→ 0, 107
CC1(O)CC(C(F)(F)OC(F)(F)F)=NN1S(=O)(=O)c1ccccc1 (stereo not given)
→ 0.8, 104
Cc1ccc(-c2cc(C(=O)N3CCCC3)no2)cc1
→ -0.8, 99
O=C(Nc1ccc2c(c1)OCC(=O)N2Cc1ccccc1)c1ccco1
→ -0.3, 101
N#CC(C(=O)Nc1cccc(C(F)(F)F)c1)=C1CCCCCC1
→ 0.5, 103
O=C(COc1ccc(Cl)cc1Cl)Nc1nnc(C2=COCCO2)o1
→ -1.1, 99
O=C(O)CCNC(=O)c1ccccc1
→ -1.3&0.1, 97&100
CCOC(=O)c1cnc(NCc2ccc(Cl)cc2)c2ccccc12
→ 1, 112
O=C(NCCc1nc2ccccc2n1Cc1ccc(Cl)cc1Cl)c1ccco1
→ -1.1, 102
Cc1ccc(Nc2nn3c(=O)c4cc5c(cc4nc3s2)OCO5)cc1Cl
→ 0, 105
CCCn1c(C2CC(=O)N(c3ccc(CC)cc3)C2)nc2ccccc21 (stereo not given)
→ 0.3, 104
O=C(C[n+]1cccc(NC(=O)c2ccccc2)c1)c1ccccc1
→ 0.1, 102
CCN(C(=O)Cn1cc(C(=O)C2CC2)c2ccccc21)c1ccccc1
→ -1.6, 95
O=C(O)C1CC(=O)N(Cc2ccccc2)C1c1ccccc1 (stereo not given)
→ 0.3, 107
COc1ccc(Cl)cc1-n1nnc(-c2nc(-c3ccc4c(c3)OCO4)no2)c1N
→ 0.2, 102

Later entries:
Every second line gives: Polio RdRp inh FP z-score, Polio RdRp inh
O=C(NCC1CCCO1)c1cc2ccccc2nc1Cl (stereo not given)
→ -1, 99
Cc1cc(C)cc(NC(=O)C(Cc2ccccc2)NS(=O)(=O)c2ccc3c(c2)CCC(=O)N3)c1 (stereo not given)
→ 0.2, 105
Cc1ccc(S(=O)(=O)N2CCCC(C(=O)N3CCCCC3)C2)cc1 (stereo not given)
→ -0.1, 103
Cc1nn(-c2ccc(F)cc2)c2ncc(C(=O)N3CCN(C(=O)c4ccco4)CC3)c(Cl)c12
→ 0.2, 104
CCc1ccccc1NC(=O)Cn1nnc(C(=O)O)c1C(=O)O
→ -0.8, 98
CCN(CC)C(NC(=O)c1ccccc1)C(=O)c1ccccc1 (stereo not given)
→ -0.7, 100
CC(C)Oc1ccc(CNC(=O)C2=Cc3ccccc3OC2)cc1
→ 0.7, 110
CCS(=O)(=O)c1ccc2oc(SCC(=O)NCCc3ccccc3)nc2c1
→ -0.1, 98
O=C(Nc1ccccc1Br)N1CCN2CCCCC2C1 (stereo not given)
→ -0.6, 105
Cc1cc(C)c(NC(=O)Nc2ccc3snnc3c2)c(C)c1
→ 0.6, 110
N#Cc1cccnc1NNC(=O)Nc1cccc2ccccc12
→ -0.1, 101
CCCC(=O)NC(=S)Nc1cc(-c2nc3cc(CC)ccc3o2)ccc1C
→ 0.2, 102
CCOC(=O)c1[nH]c(CSc2nnc(-c3ccc(OC)cc3)o2)c(C(=O)OCC)c1C
→ 0.5, 106
CC(=O)c1cc2c(cc1N/C(=N/S(=O)(=O)c1ccc(C)cc1)c1ccc(F)cc1)OCO2
→ -0.3, 104
CCC(Sc1nc2ccncc2[nH]1)C(=O)Nc1cc(C)ccc1C (stereo not given)
→ -0.4, 104
O=C(c1cc2ccc3cccnc3c2[nH]1)N1CCCCC1
→ -0.8, 101
COC(=O)CN1CCN(c2nc3c(c(=O)[nH]c(=O)n3C)n2Cc2ccc(Cl)c(Cl)c2)CC1
→ -0.4, 101
CCN1CCN(C(=O)c2cc3c(=O)n(C)c4ccccc4c3n2C)CC1
→ -0.2, 98
CN(C)S(=O)(=O)N(C)c1ccccc1
→ 0.4, 107
CCOC(=O)c1ccccc1NC(=O)N(Cc1ccc(C)cc1)Cc1cccn1-c1nnc(N2CCCC2=O)s1
→ -0.4, 109

Further entries:
Every second line gives: Polio RdRp inh FP z-score, Polio RdRp inh
O=C(O)c1ccccc1C(=O)N1CCN(c2ccncc2)CC1
→ -0.2, 101
Cc1cc(C)c2[nH]c(=O)c(CN(Cc3ccco3)C(=S)NCCCN3CCOCC3)cc2c1
→ -0.2, 101
O=C(CCCSc1nnc(-c2ccc3c(c2)OCO3)o1)c1cccs1
→ 0.1, 103
O=C(NCc1ccc(Cl)cc1)C(=O)Nc1cccc(Br)c1
→ 0.2, 105
O=C(c1ccc(CNS(=O)(=O)c2ccc(Br)cc2)cc1)N1CCCC1
→ -0.4, 101
Cc1ccc(Cn2c3ccccc3c3cnn(CC(=O)Nc4cc(Cl)ccc4C)c(=O)c32)cc1
→ 0.6, 112
CC1Oc2ccccc2C=C1/C=C(\C#N)C(=O)NC1CCS(=O)(=O)C1 (stereo not given)
→ 0.6, 105
CC12CN(NC=O)C3(C#N)CC1CCC23C (stereo not given)
→ 0.4, 102
CCCc1cc(=O)oc2cc(OC(=O)/C=C/c3cccs3)ccc12
→ 0.8, 108
Fc1ccccc1OCc1nc(-c2ccc(-n3cccc3)cc2)no1
→ 0.1, 104
CCOC(=O)c1[nH]c(C)c(CCC(=O)N2CCN(c3cc(C)ccc3C)CC2)c1C
→ -1.6, 100
COC(=O)CNC(=O)NC12CC3CC(CC(C3)C1)C2
→ -0.1, 101
CCCCC/C=C\CC1OC1CCCCCCCC(=O)O (stereo not given)
→ -0.7&-0.4, 99&98
C=C(C)Cc1c(COC)nc(-c2ccc(C)c(Cl)c2)nc1OC(=O)N(C)C
→ 0.3, 103
Cc1ncc(COC(=O)C(C)C)c2cc(C(=O)Nc3ccccc3C(F)(F)F)c(=O)oc12
→ 0.8, 111
CCOC(=O)N1CCN(C(=O)c2cc3c(ccc4ccccc43)oc2=O)CC1
→ -0.2, 100
O=c1c(Cl)c(Cl)cnn1C1CCS(=O)(=O)C1 (stereo not given)
→ -0.8, 98
Cn1c(Cc2nn(C)c(=O)c3ccccc23)nnc1SCC(=O)c1ccc(Cl)cc1Cl
→ 0.4, 106
Cc1ccc2[nH]c(=O)c3cc(C(=O)NCCC(C)C)sc3c2c1
→ 0.6, 103
Cc1ccc(CNC(=O)c2ccc(Cn3c(=O)[nH]c4ccccc4c3=O)cc2)o1
→ -0.2, 100

Four entries from above in another layout:
CCOC(=O)c1[nH]c(C)c(CCC(=O)N2CCN(c3cc(C)ccc3C)CC2)c1C
  Polio RdRp inh FP z-score = -1.6; Polio RdRp inh = 100
O=C(c1ccc(CNS(=O)(=O)c2ccc(Br)cc2)cc1)N1CCCC1
  Polio RdRp inh FP z-score = -0.4; Polio RdRp inh = 101
CCCc1cc(=O)oc2cc(OC(=O)/C=C/c3cccs3)ccc12
  Polio RdRp inh FP z-score = 0.8; Polio RdRp inh = 108
O=C(CCCSc1nnc(-c2ccc3c(c2)OCO3)o1)c1cccs1
  Polio RdRp inh FP z-score = 0.1; Polio RdRp inh = 103

Following part:
Every second line gives: Polio RdRp inh FP z-score, Polio RdRp inh
CN1CCN(CCCNC(=O)c2cnn(-c3ccccc3)c2-n2cccc2)CC1
→ -0.5, 103
Cc1ccc(S(=O)(=O)c2c(C)nn(-c3ccccc3)c2OC(=O)c2ccccc2F)cc1
→ 0.2, 109
CC1CN(C(=O)/C=C/c2ccc3c(c2)OCO3)CC(C)O1 (stereo not given)
→ 0, 101
Cc1ccc(C)c(NC(=O)OC(C)(C)C)c1
→ 0, 102
CC1=C(C(=O)Nc2cccc(C)n2)C(c2ccsc2)C2=C(CCCC2=O)N1 (stereo not given)
→ 0.8, 104
CCn1c(=O)n(Cc2ccco2)c(=O)c2sc3ccccc3c21
→ 0.6, 102
O=C(CSc1nnc2c3c4c(sc3ncn12)CCCC4)Nc1nccs1
→ -0.6, 101
Clc1nc2sccn2c1/C=N/n1cnc2ccccc21
→ -0.1, 101
Cc1cc(C)n2nc3nc(N4CCOCC4)nc(-c4ccc(C(C)C)cc4)c3c2n1
→ 0.4, 103
O=C(NCCc1ccc(Cl)cc1)c1ccc(CS(=O)(=O)Cc2ccc(Cl)cc2)o1
→ -1.1, 106
O=C(NCCCc1nc2ccccc2[nH]1)c1ccc(F)cc1
→ 0.1, 102
Cc1cc(C(=O)OCC(=O)N(C)c2ccccc2)c(C)o1
→ 0.6, 103
O=C(NC(=S)Nc1ccc2c(c1)OCO2)c1ccccc1
→ -0.3, 99
COc1cccc(-c2cc(C(=O)Nc3ccn(Cc4ccc(C)cc4)n3)no2)c1
→ 0.8, 108
CSc1ccc(CCNC(=O)CCCn2nc(C)c3sc4ccccc4c3c2=O)cc1
→ 0, 109
CCN(CC(=O)c1c(N)n(Cc2ccccc2)c(=O)n(CC)c1=O)Cc1nc2ccccc2c(=O)[nH]1
→ 0.9, 109
O=S(=O)(c1ccc2ccccc2c1)N1CCCc2ccccc21
→ 0, 101
CCc1c(C)[nH]n(CCC#N)c1=O
→ 0.3, 100
CN(C)C(=O)Oc1ccc(-c2ccccc2)cc1
→ 0.1, 102
CCN1CCN(C2CC(=O)N(CC)C2=O)CC1 (stereo not given)
→ 0.4, 102

(continued)
Every second line gives: Polio RdRp inh FP z-score, Polio RdRp inh
CCc1ccc(NC(=O)c2noc3c2CCc2ccccc2-3)cc1
→ 0.1, 102
Cc1ccc(C2=NN(CC(=O)NCCC(C)C)C(=O)CC2)cc1
→ -0.9, 107
O=C(Cn1c(=O)ccc2cc(S(=O)(=O)N3CCCC3)ccc21)NCc1ccc(F)cc1
→ 0.7, 110
CC1(C)Nc2ccccc2C(=O)N1NS(=O)(=O)c1ccccc1
→ -0.7, 100
O=C(CSc1ncn(-c2ccccc2)n1)NC1CCCCC1
→ 0.1, 102
O=C1OCCC1Sc1nnc(-c2cccs2)n1-c1ccccc1 (stereo not given)
→ -0.3, 99
Cc1noc(NC(=O)NC(=O)c2cc(F)c(N(C)C)c(F)c2)c1C
→ 0.2, 102
COc1ccc2[nH]c(=O)c(CNCc3ccccc3)cc2c1
→ 0.6, 103
CN1CCN(C(=O)CCN2C(=O)/C(=C/c3ccc(Cl)cc3)SC2=S)CC1
→ 0.3, 103
Cc1ccc(NC(=O)CN2C(=O)CCn3nc(-c4cccn4C)cc32)cc1
→ 0.2, 107
COC(=O)c1ccc(C2OCCCO2)cc1
→ 0.1, 105
COc1ccc(-n2ccnc2SCC(=O)Nc2cccc(OC)c2)cc1
→ -0.2, 107
COc1cc(C)ccc1OCCSc1nnc(-c2cccs2)o1
→ 0.3, 111
CSc1ccccc1NC(=O)CN(C)CC(=O)Nc1ccc(N2CCOCC2)cc1
→ -0.1, 102
O=C1Nc2ccccc2/C1=C/c1ccc(-c2ccc(F)cc2)o1
→ 2.9, 125
N#C/C(=C(/O)CN1CCN(Cc2ccccc2)CC1)c1nc(-c2ccccc2)cs1
→ 0.2, 103
COc1cc(C2C3=C(CC(C)(C)CC3=O)N(C)C(=O)N2C)cc(OC)c1OC (stereo not given)
→ -0.1, 99
CC(NC(=O)Cn1c(CCCO)nc2ccccc21)C1CC2CCC1C2 (stereo not given)
→ 0.6, 106
Cc1nc(Sc2nnc3n2CCCCC3)c2c(-c3cccs3)csc2n1
→ 0.2, 103
CCOc1ccc(NCc2nc3ccccc3n2C)cc1
→ 0.4, 101

(next part)
Every second line gives: Polio RdRp inh FP z-score, Polio RdRp inh
COc1ccc(-c2cc(C(F)(F)F)nc(S(=O)(=O)CCCC(=O)Nc3cccc(O)c3)n2)cc1OC
→ -0.4, 101
c1ccc(-n2nnnc2Sc2nc(C3CC3)n(-c3ccccc3)n2)cc1
→ 0.1, 103
Cc1ccc(CSc2nc3cccnc3n2Cc2ccc(C(=O)NCCc3cccs3)cc2)cc1
→ 0.7, 114
CC(=O)Nc1ccc(C(=O)OCC(=O)Nc2ccc3ccccc3c2)cc1
→ 1.4, 104
CC1=C(c2ccc(C)c(C)c2)S(=O)(=O)N=C1N1CCC(C(=O)N2CCCCC2)CC1
→ -0.1, 105
Cc1cc(NC(=O)CCNS(=O)(=O)c2ccc3c(c2)CCCC(=O)N3)ccc1Br
→ -0.6, 105
COc1ccccc1C(=O)Nc1ccccc1OCc1cc(=O)n2c(C)csc2n1
→ 0.3, 109
Cc1nc2cc(-c3ccccc3)nn2c(C)c1CCC(=O)N1CCN(c2ccccc2)CC1
→ 0.6, 107
COC(=O)CN1C(=O)C(C)(C)Oc2ccc(C(=O)Nc3cccc(OC)c3)cc21
→ 0.1, 102
O=C(c1ccccc1)c1nn(-c2ccc(Cl)cc2)ccc1=O
→ -0.3, 103
CC1CCCCN1CCC(=O)O (stereo not given)
→ 0.1, 100
COc1ccc(C2c3sc(=O)[nH]c3SC3C(=O)N(CC(=O)O)C(=O)C32)cc1 (stereo not given)
→ 0.4, 106
CCSc1nc2c(c(=O)n1CC)SCC2
→ 0, 102
Cc1ccc(-c2noc(C3CC(=O)N(c4ccc5c(c4)OCCO5)C3)n2)cc1 (stereo not given)
→ 1.7, 112
O=C1NC2(CCCCC2)C(=O)N1CCN1C(=O)c2ccccc2C1=O
→ 0.1, 102
C=CCSc1nnc(NC(=O)/C=C/c2c(Cl)nc3sccn23)s1
→ -0.5, 99
O=C(C1COc2ccccc2O1)N1CCCc2ccccc21 (stereo not given)
→ -0.2, 101
COC(=O)c1cc(-c2ccccn2)no1
→ -3.3, 74
CCOC(=O)N1CCN(Cc2nc(N)nc(Nc3ccc(C)cc3)n2)CC1
→ -0.3, 101
